Mdm2 MdmX PPI = inhibitors of human Mdm2-MdmX association, primary screen, cell-based, luminescence, split luciferase, SaOS-2, uHTS; Protein Mdm4 (Homo sapiens) + E3 ubiquitin-protein ligase Mdm2 (Homo sapiens), …; SaOS-2 split-luciferase Mdm2/MdmX complementation; inhibition, % at 8 µM; 330,000 tested, 3% active; AID 485346, 2010;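 active means inhibition of at least 50% at 8 µM in the primary screen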
APJ antag = antagonists of human apelin receptor APJ, primary screen, CHO-K1 cells, beta-arrestin complementation, luminescence; P35414; inhibition, % at 20 µM; 330,000 tested, 0.32% active; AID 2521, 2010;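 active means inhibition above about 40% at 20 µM, limit read from the data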;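 further: cells challenged with 10 nM apelin-13 agonist together with compound; plate controls were apelin-13 plus DMSO wells for no effect and DMSO wells lacking apelin-13 for full effect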
Target sequence (P35414 whole entry, looked up): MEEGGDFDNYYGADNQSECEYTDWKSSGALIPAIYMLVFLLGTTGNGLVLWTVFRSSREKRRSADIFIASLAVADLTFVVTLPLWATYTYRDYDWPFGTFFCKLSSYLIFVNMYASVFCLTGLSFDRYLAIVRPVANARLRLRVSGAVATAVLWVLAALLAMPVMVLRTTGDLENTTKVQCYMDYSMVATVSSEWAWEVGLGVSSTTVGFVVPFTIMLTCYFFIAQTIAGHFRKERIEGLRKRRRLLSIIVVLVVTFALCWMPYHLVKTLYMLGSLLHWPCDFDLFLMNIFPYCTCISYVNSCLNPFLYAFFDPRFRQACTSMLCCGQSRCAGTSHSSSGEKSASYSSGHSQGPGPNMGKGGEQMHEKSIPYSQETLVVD
Jurkat NFkB inh = inhibitors of induced NF-kB luciferase reporter, primary screen, TCR NF-kB activation inhibitor project, cell-based, luminescence, uHTS; Jurkat, PMA/ionomycin-induced NF-kB luciferase reporter; inhibition, % at 4 µM; 330,000 tested, 0.53% active; in the data active means inhibition above about 50%
697 NFkB inh = inhibitors of PMA/ionomycin-induced NF-kB reporter, 697 cells, primary screen, B-cell NF-kB inhibitor project, cell-based, luminescence, uHTS. inhibition, % at 4 µM. 697 B-cell NF-kB luciferase reporter, 16 h. AID 435022, 2010. 330,000 tested, 0.33% active; in the data active means inhibition above about 35%
tim23-1 inh = growth inhibitors of tim23-1 mutant yeast, primary screen, luminescence, uHTS; AID 463212, 2010; inhibition, % at 20 µM; S. cerevisiae tim23-1 growth, BacTiter-Glo luminescence, 24 h; 330,000 tested, 1.3% active;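 active means growth inhibition of the mutant yeast at or above 50%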;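 further: temperature-sensitive mutant grown at 25 °C; plate controls were DMSO-treated mutant yeast for no effect and medium wells lacking yeast for full effect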
CHOP UPR activ = activators of apoptotic CHOP UPR arm, primary screen, cell-based, CHO-CHOP luciferase reporter, luminescence, uHTS. UPR activation; percent of tunicamycin response over DMSO baseline. activation, % at 10 µM. 330,000 tested, 0.34% active. AID 449763, 2010;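 active means at 10 µM dose, activation of 40% or more, normalized to positive control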;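 further: 100% = tunicamycin at 10 µg/mL and 0% = DMSO alone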
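Assay system: CHO cells with stable CHOP pathway luciferase reporter; Buffer or medium: F12 plus 10% serum; Times: 16-18 h cell attachment, then 6 h compound exposure, 37 °C; Signal: luciferase luminescence; Read-out basis: percent activation relative to tunicamycin control; Control set: tunicamycin high control, DMSO low control.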
APJ agonist = agonists of human apelin receptor APJ, primary screen, CHO-K1 cells, PathHunter beta-arrestin, luminescence; P35414; 0% DMSO wells, 100% apelin; activation, % at 20 µM; 330,000 tested, 0.11% active;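 active means activation more than six SD over the plate average, tested at 20 µM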;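 further: 0% = DMSO alone and 100% = apelin-13 at 10 nM; some results filed as inactive read as strong as hits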
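Incubation: overnight seeding, 90 min compound at 25 °C, 1 h detection; test system: PathHunter CHO-K1 APJ (AGTRL-1) beta-arrestin reporter cells; amount: 1000 cells/well; doses: one dose, 20 µM compound, 1% DMSO; measured by: beta-gal luminescence; measure: agonist-driven arrestin binding to APJ; benchmarks: negative DMSO alone, positive Apelin-13 at 10 nM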
XBP1 UPR activ = activators of adaptive XBP1 UPR arm, primary screen, cell-based, CHO-XBP1 luciferase reporter, luminescence, uHTS. activation, % at 20 µM. AID 463104, 2010. IRE1-XBP1 UPR activation; percent of tunicamycin response, DMSO as zero. 330,000 tested, 0.33% active;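 active means versus positive control, 20 µM dose yields 30% or more activation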;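 further: 100% = tunicamycin at 10 µg/mL and 0% = DMSO only wells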
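Assay system: IRE1-XBP1 luciferase reporter CHO line. Input: 1000 cells/well. Buffer or medium: F12 with 10% serum. Doses: 20 µM, 1% DMSO. Times: overnight seeding at 37 °C, 6 h compound treatment at 37 °C. Technique: Steady-Glo luciferase glow luminescence, 10 min after reagent addition.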
Active calls of the source: *; x = no result given.

#1 CCCC1(C(=O)O)NC(c2ccc(OC)cc2O)C2C(=O)N(c3ccc(OC)cc3)C(=O)C21 (configuration not stated)
#2 CCOC(=O)NCc1ccccc1
#3 Cc1cccc(NC(=O)c2cc(Cl)sc2Cl)c1C
#4 CCCCCN1CC(O)=C(c2nc(-c3ccc(Cl)cc3)cs2)C1=N
#5 C=CCN(CC(=O)c1sc(C(=O)OCC)nc1C)c1cccc(Br)c1
#6 Cn1nc(C(=O)NNC(=O)CCc2ccccc2Cl)c2ccccc2c1=O
#7 CC1CCN(CCCCOc2ccccc2Br)CC1
#8 CC(=O)Oc1c(S(=O)(=O)c2ccccc2)c(C)nn1C(C)(C)C
#9 O=C(Cc1c(F)cccc1Cl)NNC(=S)Nc1ccc(S(=O)(=O)Nc2ncccn2)cc1
#10 Nc1ccc(NC(=O)c2ccco2)c(Cl)c1
screen / no.	1	2	3	4	5	6	7	8	9	10
Mdm2 MdmX PPI	-2	-1	-17	-36	-6	15	7	24	3	14
APJ antag	-8	-1	13	-18	-17	14	8	-18	12	-3
Jurkat NFkB inh	-1	-4	-6	6	-3	8	6	-15	22	-6
697 NFkB inh	13	-5	3	7	-3	12	-1	-12	16	-8
tim23-1 inh	4	17	-2	-3	19	14	-17	42	12	8
CHOP UPR activ	-0.4	-1.5	2.9	1.4	-1.0	-0.4	1.1	0.9	0.4	1.4
APJ agonist	3	4	-4	2	-2	-4	1	4	-9	-2
XBP1 UPR activ	-2	0	0	0	0	-2	0	3	-3	1

#11 COc1cccc(C(=O)Nc2ccc(NC(=O)c3ccco3)c(Cl)c2)c1
#12 CCSc1oc(-c2cccs2)nc1S(=O)(=O)c1ccccc1
#13 CCOC(=O)N1CCN(C(=O)Nc2cccc3ccccc23)CC1
#14 CCCNC(=O)CSc1nnc(-c2ccccc2Br)n1-c1cccc(C(F)(F)F)c1
#15 CCCCn1c(N)c(N(CCC(C)C)C(=O)c2ccc([N+](=O)[O-])s2)c(=O)[nH]c1=O
#16 c1ccc(-c2nc(C3CCCCC3)c3ccccc3n2)cc1
#17 COC(=O)c1cc(NC(=O)CN(c2ccc3c(c2)OCO3)S(C)(=O)=O)ccc1Cl
#18 N#Cc1ccc(COC(=O)C2CCC(=O)N2)cc1 (configuration not stated)
#19 COc1ccc(N2C(=O)NC(NS(=O)(=O)c3ccc(NC(C)=O)cc3)(C(F)(F)F)C2=O)cc1 (configuration not stated)
#20 CN(CC(=O)Nc1ccc(Cl)c(C(F)(F)F)c1)C(=O)/C=C/c1ccco1
screen / no.	11	12	13	14	15	16	17	18	19	20
Mdm2 MdmX PPI	-7	19	17	26	6	19	21	-19	-3	17
APJ antag	-4	-14	-24	10	-77	1	-4	-5	-51	-2
Jurkat NFkB inh	-36	5	-37	6	11	9	-1	-4	-4	21
697 NFkB inh	-12	12	-13	0	8	7	4	-5	12	9
tim23-1 inh	-11	39	16	21	37	-6	14	2	-4	29
CHOP UPR activ	2.8	1.3	-0.9	-2.3	2.3	-0.2	-2.7	-2.1	1.6	-1.5
APJ agonist	-1	-6	2	-3	8	-6	-3	-1	-1	1
XBP1 UPR activ	2	-1	-2	1	1	0	2	0	-3	-1

#21 CCOC(=O)C1CN(S(=O)(=O)c2cc(OC)ccc2OC)C1
#22 CNS(=O)(=O)c1cc(-c2nnc(N3CCOCC3)c3ccccc23)ccc1C
#23 Cc1cccc(NC(=O)CCOc2ccccc2)c1C
#24 O=C(Nc1nccs1)c1ccc2ccccc2c1
#25 Cc1ccc(Nc2nc(NCCO)nc(N3CCCC3)n2)cc1
#26 Cc1nc2ccc(NC(=O)c3ccc([N+](=O)[O-])cc3)cc2s1
#27 NC(=O)NC[C@@H]1CC[C@@H](Cc2ccc(-c3ccccc3)cc2)O1
#28 O=C1C(=C2CCCCC2)SC(=S)N1Cc1ccco1
#29 COc1cccc(N2CCN(C(=O)C3CCCN(S(=O)(=O)c4ccc5c(c4)oc(=O)n5C)C3)CC2)c1 (configuration not stated)
#30 COc1ccccc1NC(=O)C(C)OC(=O)CCC1CCCCC1 (configuration not stated)
screen / no.	21	22	23	24	25	26	27	28	29	30
Mdm2 MdmX PPI	-11	0	-18	-168	2	4	-4	10	23	1
APJ antag	-2	-3	-2	-6	5	-24	x	-17	-7	-14
Jurkat NFkB inh	-6	1	-14	-159	-5	-26	x	7	18	13
697 NFkB inh	-11	19	1	-158	-1	-12	-73	-14	-34	8
tim23-1 inh	20	11	26	54*	20	3	41	-2	-4	19
CHOP UPR activ	-2.2	-0.4	0.5	2.6	2.5	3.0	2.7	-1.5	-1.4	0.8
APJ agonist	-1	-2	0	-5	2	3	x	-2	4	-1
XBP1 UPR activ	-3	0	7	-3	1	0	1	-2	-6	-3

#31 O=C(O)C1CCCCC1C(=O)Nc1cnn(Cc2ccccc2)c1 (configuration not stated)
#32 Cc1cccc(NC(=O)CN(C)S(=O)(=O)c2ccc(Br)cc2)n1
#33 Cc1ccccc1NC(=O)CC1SC(=NC2CCCCC2)NC1=O (configuration not stated)
#34 COc1ccc(CC(=O)N[C@@H](C)C(=O)N2CCC3(CC2)NCCc2[nH]cnc23)cc1
#35 Cc1cc(C)nc(/N=C(/NC(=O)Nc2cccc(Cl)c2)Nc2ccccc2)n1
#36 CCn1cc(/C=C(\NC(=O)c2ccccc2F)C(=O)NCCCN2CCOCC2)c2ccccc21
#37 O=C(OCC(=O)N1CCOCC1)c1cccc(S(=O)(=O)Nc2ccc(F)cc2)c1
#38 O=C(Nc1ccccc1F)c1ccc(Br)o1
#39 C/C(CC(=O)NCCCN1CCOCC1)=N\NC(=O)COc1ccc(Cl)cc1
#40 NC(=O)CCC(NC(=O)c1ccc(Cl)cc1)C(=O)O (configuration not stated)
screen / no.	31	32	33	34	35	36	37	38	39	40
Mdm2 MdmX PPI	12	1	40	0	30	16	12	-10	-4	19
APJ antag	-12	-10	4	-4	-2	7	4	-33	15	0
Jurkat NFkB inh	-6	1	6	14	9	6	-3	-27	-5	15
697 NFkB inh	21	2	7	11	-3	9	0	3	15	14
tim23-1 inh	0	15	5	2	-1	11	9	-1	4	3
CHOP UPR activ	-3.4	1.1	-0.1	1.7	2.0	3.4	0.4	2.2	-1.1	1.4
APJ agonist	-3	4	-1	4	-1	0	-2	-2	-7	-4
XBP1 UPR activ	-2	-3	-3	-2	-1	-3	0	3	-1	3

Of the compounds above, these contain two or more sulfur atoms:
#9 O=C(Cc1c(F)cccc1Cl)NNC(=S)Nc1ccc(S(=O)(=O)Nc2ncccn2)cc1
#12 CCSc1oc(-c2cccs2)nc1S(=O)(=O)c1ccccc1
#28 O=C1C(=C2CCCCC2)SC(=S)N1Cc1ccco1
screen / no.	9	12	28
Mdm2 MdmX PPI	3	19	10
APJ antag	12	-14	-17
Jurkat NFkB inh	22	5	7
697 NFkB inh	16	12	-14
tim23-1 inh	12	39	-2
CHOP UPR activ	0.4	1.3	-1.5
APJ agonist	-9	-6	-2
XBP1 UPR activ	-3	-1	-2

Remaining list, next part:
#41 Cc1cc(N2CCCC2)ccc1NC(=O)COc1ccccc1
#42 COc1ccc(S(=O)(=O)N2CC(O)CC2C(=O)Nc2cccnc2)cc1 (configuration not stated)
#43 COc1cc(O)c(C(CC(=O)N2CCCCC2)c2ccc3c(c2)OCO3)c(OC)c1 (configuration not stated)
#44 CCCOC(=O)CSc1nc(N)c(C#N)c(CC)c1C#N
#45 CC(C)(C)c1cc(=O)n2c(nc3ccccc32)[nH]1
#46 CCCCCn1nc(C)c(/C=N/NC(=O)c2ccoc2C)c1C
#47 O=C(NCc1ccncc1)c1cccc(S(=O)(=O)NCc2ccccc2)c1
#48 CC(=O)C1=NN(c2ccccc2)C(c2ccc3c(c2)OCO3)N1c1ccccc1 (configuration not stated)
#49 Nc1nc(CN2CCN(c3ccccn3)CC2)nc(Nc2ccc(F)cc2)n1
#50 CCOc1ccc(CONS(=O)(=O)c2ccc(NC(C)=O)cc2)cc1Cl
screen / no.	41	42	43	44	45	46	47	48	49	50
Mdm2 MdmX PPI	4	30	5	-3	31	-25	27	22	-1	16
APJ antag	5	0	8	-14	3	9	14	-12	-6	8
Jurkat NFkB inh	0	1	0	-14	-16	-44	10	-19	-8	-1
697 NFkB inh	2	5	10	4	-39	-36	-12	0	5	-1
tim23-1 inh	11	2	21	-8	26	-11	-11	30	10	26
CHOP UPR activ	0.3	1.2	0.9	0.7	-2.7	5.3	1.7	-2.1	-0.4	-1.4
APJ agonist	-1	1	-5	-2	1	-2	-1	0	-1	-4
XBP1 UPR activ	0	-3	1	0	15	2	-4	-1	1	-2

Entries 48 through 50, reprinted for reference:
#48 CC(=O)C1=NN(c2ccccc2)C(c2ccc3c(c2)OCO3)N1c1ccccc1 (configuration not stated)
#49 Nc1nc(CN2CCN(c3ccccn3)CC2)nc(Nc2ccc(F)cc2)n1
#50 CCOc1ccc(CONS(=O)(=O)c2ccc(NC(C)=O)cc2)cc1Cl
screen / no.	48	49	50
Mdm2 MdmX PPI	22	-1	16
APJ antag	-12	-6	8
Jurkat NFkB inh	-19	-8	-1
697 NFkB inh	0	5	-1
tim23-1 inh	30	10	26
CHOP UPR activ	-2.1	-0.4	-1.4
APJ agonist	0	-1	-4
XBP1 UPR activ	-1	1	-2

Other records follow.
#51 O=C(CN1C(=O)c2ccc([N+](=O)[O-])cc2C1=O)NCCC1=CCCCC1
#52 CS(=O)(=O)N1CCN(c2ccccc2NC(=O)Cc2ccc(Cl)cc2)CC1
#53 CCOC(=O)c1ccc(NC(=O)c2cccc3c2C(=O)N(CC2CCCO2)C3)cc1 (configuration not stated)
#54 CC(C)(C)S(=O)(=O)c1ccccc1C(=O)O
#55 COc1ccc(C(=O)CCNc2ccc3c(c2)OCCO3)cc1
#56 O=C(NCC(c1ccco1)N1CCc2ccccc2C1)C(=O)Nc1cc(F)ccc1F (configuration not stated)
#57 CC12CCC(=O)N1C(C(=O)NCCN1C(=O)S/C(=C\c3ccc(OC(F)F)cc3)C1=O)CS2 (configuration not stated)
screen / no.	51	52	53	54	55	56	57
Mdm2 MdmX PPI	8	17	4	18	26	-20	15
APJ antag	-53	4	17	3	9	9	18
Jurkat NFkB inh	2	-11	9	12	-27	8	-9
697 NFkB inh	19	7	-9	10	-33	10	-35
tim23-1 inh	20	-11	36	9	0	24	15
CHOP UPR activ	1.7	1.2	0.3	1.3	2.6	0.1	-0.4
APJ agonist	0	-2	-5	2	-4	-7	2
XBP1 UPR activ	-1	-5	1	-4	-4	1	5

Hits appear at their usual frequency; about 5% have a hit in one of these screens.
